D2 antagonist: D2 dopamine receptor (human) antagonism; AID 485344; inhibition, % at 10 µM; HEK293 TREx D2 cells, calcium flux, dopamine EC80; P14416; 340,000 compounds, 2% hits; in the data active = inhibition above about 30%; also: 0% is about no effect
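Inhibition of EC80 dopamine-driven calcium flux, recorded kinetically, defines activity here; cells are a tetracycline-induced HEK293 T-REx line expressing force-coupled D2.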
TRHR ag: TRH receptor (human) agonism. P34981. TRHR cells, calcium flux fluo-8, FDSS agonist mode. activation, % at 2 µM. 360,000 compounds, 0.18% hits. AID 493084; in the data active = activation above about 30%; also: 0% is about no effect
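Fluo-8-loaded TRHR cells; 10 s baseline, compound added, kinetic Ca2+ fluorescence read 1/s, agonist mode.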
TrxR1 substrate: substrates of rat thioredoxin reductase 1; Potency, µM (top dose mostly 114 µM), for inactives: at the top dose activity change, negative = substrate turnover; 390,000 compounds, 0.01% hits; purified TrxR1 substrate turnover, NADPH consumption readout; AID 588456; O89049; also: potency is read from the fitted curve at half-maximal effect; % is scaled to controls: 0 for no effect and ±100 for the full control effect; nearly all actives have a fitted effect of over 50% in size
Target sequence (O89049 whole entry, looked up): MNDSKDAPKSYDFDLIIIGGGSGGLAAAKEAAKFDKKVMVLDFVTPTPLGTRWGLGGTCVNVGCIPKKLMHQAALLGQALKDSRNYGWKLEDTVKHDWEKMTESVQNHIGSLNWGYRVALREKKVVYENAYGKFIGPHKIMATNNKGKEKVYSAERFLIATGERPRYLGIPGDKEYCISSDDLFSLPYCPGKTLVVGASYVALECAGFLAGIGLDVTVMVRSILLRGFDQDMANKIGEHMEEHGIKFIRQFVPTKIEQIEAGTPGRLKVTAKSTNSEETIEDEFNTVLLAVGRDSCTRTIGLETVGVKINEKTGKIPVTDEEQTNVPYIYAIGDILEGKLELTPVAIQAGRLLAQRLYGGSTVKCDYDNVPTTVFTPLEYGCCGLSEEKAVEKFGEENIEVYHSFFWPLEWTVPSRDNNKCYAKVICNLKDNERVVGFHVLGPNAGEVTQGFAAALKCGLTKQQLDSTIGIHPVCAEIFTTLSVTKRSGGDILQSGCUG
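Rat TrxR1, dispensed at 90 nM, was prereduced with 400 uM NADPH (final) for 5 min at ~22 deg C, then incubated with compound 15 min before 400 uM selenite. A first-read NADPH fluorescence drop versus no-compound background flagged substrates.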
mIDH1 inhibitor: blocks human mutant IDH1 R132H enzyme; IDH1-R132H enzyme, NADPH consumption, diaphorase/resazurin fluorescence; O75874; Potency, µM (highest dose often 76.6 µM), for the others: at the top dose activity change, negative = inhibition, most hits filed as inhibitors; 390,000 compounds, 0.093% hits; also: potency is read from the fitted curve at half-maximal effect; % is scaled to controls: 0 for no effect and ±100 for the full control effect; nearly all actives have a fitted effect of over 65% in size
Target sequence (O75874 whole entry R132H, stated change not applied): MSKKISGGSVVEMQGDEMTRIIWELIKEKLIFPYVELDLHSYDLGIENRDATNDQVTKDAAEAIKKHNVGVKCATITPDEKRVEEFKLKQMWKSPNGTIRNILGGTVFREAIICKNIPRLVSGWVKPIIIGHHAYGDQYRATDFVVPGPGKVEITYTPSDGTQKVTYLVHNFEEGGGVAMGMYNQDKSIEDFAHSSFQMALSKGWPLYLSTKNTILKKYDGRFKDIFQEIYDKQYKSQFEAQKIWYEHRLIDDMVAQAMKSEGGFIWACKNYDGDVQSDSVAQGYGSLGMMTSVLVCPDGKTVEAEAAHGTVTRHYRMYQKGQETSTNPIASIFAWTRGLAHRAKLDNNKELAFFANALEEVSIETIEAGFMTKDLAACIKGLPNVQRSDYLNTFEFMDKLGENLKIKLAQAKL
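IDH1-R132H (0.5 ug/mL) preincubated 30 min with compound, then NADPH (0.016 mM) and alpha-KG (2 mM) added; 80 min at RT, pH 7.5. Remaining NADPH coupled via diaphorase/resazurin to fluorescence (540/590 nm); concentration-response curves normalized to no-enzyme control.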
rTrxR1 inhibitor: rat TrxR1 inhibition; AID 588453; 390,000 compounds, 1% hits; Potency, µM (top dose mostly 114 µM), without a hit: at the highest dose activity change, negative = inhibition, hits mostly inhibitors; recombinant rTrxR1, NADPH fluorescence consumption, selenite substrate; also: potency is read from the fitted curve at half-maximal effect; % is scaled to controls: 0 for no effect and ±100 for the full control effect; nearly all actives have a fitted effect of over 65% in size
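Rat TrxR1 (90 nM in the dispensed reagent) was pre-reduced with 400 uM NADPH for 5 min at room temperature, then incubated with compound for 15 min. After 400 uM selenite was added, NADPH fluorescence (Ex 340/Em 450 nm) was followed for 8 min.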
D2 agonist: D2 dopamine receptor (human) agonism. P14416. HEK293 T-REx D2 cells, calcium flux agonist mode. activation, % at 2 µM. 340,000 compounds, 0.53% hits. AID 485358;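 active = activation over 3 SD above normal in the single-dose calcium agonist read, cut at about 30% in these data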; also: 0% is about no effect
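Calcium-flux readout, 1 cycle/sec over 180 s following compound pin transfer, in inducible HEK293 Trex D2 cells (force-coupled); dopamine controls included. Positive calcium responses during this window marked compounds as potential agonists.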
TRHR PAM: allosterically enhances the human TRH receptor. enhancement, % at 2 µM. 360,000 compounds, 0.66% hits. TRHR cells, fluo-8 calcium fluorescence, EC20 TRH enhancement. P34981. AID 493056; in the data active = enhancement above about 30%; also: 0% is about no effect
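Enhancer read-out: after compound pinning and an initial kinetic agonist-mode read, an EC20 of TRH (10 nM final) was injected and fluo-8 calcium signal (Ex 480/Em 530) followed at 1 s/cycle for 100 cycles in TRHR-expressing cells.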
PI4K2A block: PI4K2A (human) kinase inhibition. Q9BTU6. purified PI4K2A, ADP-Glo luminescence, 1 h; hits give low values. activity change, negative = inhibition, % at 76.9 µM. 420,000 compounds, 0.13% hits. AID 1346378; in the data active = activity change below about -50%; inconclusive = mostly about -30% to -49%;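 also: -100% = wells without enzyme as full effect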
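ADP-Glo luminescence measured ADP generated by PI4K2A enzyme (4 ug/mL before mixing) with 1.2 mM PI substrate (pre-mix) and 300 microM ATP (pre-mix). Tris pH7.5 buffer with MgCl2, Triton X-100; 1 h reaction at ambient temperature.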
USP1 inh: USP1/UAF1 (human) deubiquitinase inhibition; O94782; recombinant USP1/UAF1, Ub-Rhodamine cleavage fluorescence; Potency, µM (titrated, usually from 57.1 µM), inactives show at the highest dose activity change, negative = inhibition, hits mostly inhibitors; 390,000 compounds, 0.23% hits; also: potency is read from the fitted curve at half-maximal effect; % is scaled to controls: 0 for no effect and ±100 for the full control effect; nearly all actives have a fitted effect of over 60% in size; inactives centre near -12
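USP1/UAF1 complex at 1 nM was preincubated with compound for 15 min at room temperature, then Ub-Rho substrate (150nM final) was added. Fluorescence (480/540 nm) was read kinetically, 6 reads every 60 seconds.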
* marks the source's active call; other numbers are inactive results; & = joins results of further samples; [ ] = remark or other dose. Unless noted, calls follow the shape of the dose curve; as a rule, active = well fitted inhibition curve with a large enough effect; inconclusive = small, poorly fitted or top-dose-only effect; inactive = no such curve, though single readings can be large or run the other way.

COc1ccc(OCc2nc3c4cc(OC)c(OC)cc4nc(=S)n3[nH]2)cc1 was read as D2 antagonist -6, TRHR ag -0.1, TrxR1 substrate 0%, mIDH1 inhibitor 8%, rTrxR1 inhibitor inconclusive, D2 agonist 0.4, TRHR PAM 5, PI4K2A block -1 and USP1 inh -21%.
Screening O=S1(=O)C[C@H]2NC(=S)N(c3ccccc3)[C@H]2C1 returned D2 antagonist -23, TRHR ag 0.0, TrxR1 substrate -6%, mIDH1 inhibitor -6%, rTrxR1 inhibitor 2%, D2 agonist 0.7, TRHR PAM -3, PI4K2A block 4 and USP1 inh -12%.
Screening Cc1ccc(NC(=O)OCCN2CCN(S(=O)(=O)c3ccc(C)cc3)CCC2=O)cc1 returned D2 antagonist -13, TRHR ag -0.3, TrxR1 substrate 6%[57.1 µM], mIDH1 inhibitor 3%, rTrxR1 inhibitor 20%[57.1 µM], D2 agonist 0.1, TRHR PAM 2, PI4K2A block 0 and USP1 inh inconclusive.
For Cc1ccc(C(=O)c2coc3ccc(OCC(=O)O)cc23)cc1 the results were D2 antagonist 5, TRHR ag 0.5, TrxR1 substrate -1%, mIDH1 inhibitor 0%, rTrxR1 inhibitor 4%, D2 agonist 0.2, TRHR PAM -9, PI4K2A block -1 and USP1 inh -11%.
`CCn1c(CNC(=O)Cc2ccc(OC)cc2)nnc1SCC(=O)c1ccccc1` gave D2 antagonist 10, TRHR ag -0.9, TrxR1 substrate -10%[57.1 µM], mIDH1 inhibitor 9%, rTrxR1 inhibitor -48%, D2 agonist 0.7, TRHR PAM 2, PI4K2A block 3 and USP1 inh -12%.
Screening O=C(c1ccc(Br)cc1)N1CCN(CCc2ccncc2)CC1 returned TRHR ag 0.4, TrxR1 substrate 2%, mIDH1 inhibitor 3%, rTrxR1 inhibitor 28%, D2 agonist -1.8, TRHR PAM -4, PI4K2A block -12 and USP1 inh inconclusive.
CC(C)=CCN1CCN(Cc2cccn2-c2ncccn2)CC1CCO (configuration not stated) was read as D2 antagonist 3, TRHR ag 0.2, TrxR1 substrate 6%[57.1 µM], mIDH1 inhibitor 8%, rTrxR1 inhibitor 8%[57.1 µM], D2 agonist 0.1, TRHR PAM -3, PI4K2A block -2 and USP1 inh -7%.
`CC(C)(C)C(=O)Cn1nnc(-c2ccc(C(F)(F)F)cc2)n1` gave D2 antagonist 10, TRHR ag 0.2, TrxR1 substrate -3%, mIDH1 inhibitor 6%, rTrxR1 inhibitor 24%, D2 agonist 0.0, TRHR PAM -10, PI4K2A block 7 and USP1 inh -15%.
`CCOc1ccc(Cn2c(CNS(=O)(=O)c3ccc(C(C)(C)C)cc3)nc3cccnc32)cc1` gave TRHR ag -0.1, TrxR1 substrate 4%[57.1 µM], mIDH1 inhibitor 2%, rTrxR1 inhibitor 24%[57.1 µM], D2 agonist 1.1, TRHR PAM 1, PI4K2A block -2 and USP1 inh -31%.
`Cc1cccc(Cn2c(SCc3ccc(C(=O)NC4CCCCC4)cc3)nc3ccncc32)c1` gave TRHR ag 0.6, TrxR1 substrate -2%, mIDH1 inhibitor 0%, rTrxR1 inhibitor 14%, D2 agonist 0.6, TRHR PAM -2, PI4K2A block 0 and USP1 inh -18%.
For COc1ccccc1-c1cc(C(=O)Nc2cccnc2)no1 the results were D2 antagonist 3, TRHR ag -0.6, TrxR1 substrate 4%, mIDH1 inhibitor 2%, rTrxR1 inhibitor 4%, D2 agonist -0.6, TRHR PAM 9, PI4K2A block 4 and USP1 inh -7%.
Screening Cc1oc(S(=O)(=O)N2CCCCC2)cc1NC(=O)Nc1ccc(F)cc1 returned D2 antagonist -12, TRHR ag -0.4, TrxR1 substrate -5%, mIDH1 inhibitor -9%, rTrxR1 inhibitor inconclusive, D2 agonist -2.4, TRHR PAM 5, PI4K2A block -3 and USP1 inh -19%.
CCSc1nnc(NC(NC(=O)c2ccco2)(C(F)(F)F)C(F)(F)F)s1 was read as D2 antagonist -5, TRHR ag -0.4, TrxR1 substrate -3%, mIDH1 inhibitor -1%, rTrxR1 inhibitor 1%, D2 agonist 0.2, TRHR PAM -2, PI4K2A block -4 and USP1 inh -7%.
For CC(C)CNC(=S)NC(=O)c1ccc(Cl)cc1 the results were D2 antagonist 4, TRHR ag -0.4, TrxR1 substrate -8%, mIDH1 inhibitor 8%, rTrxR1 inhibitor 14µM*, D2 agonist -0.9, TRHR PAM 1, PI4K2A block 1 and USP1 inh -21%.
Cc1ccc(N2CC(C(=O)N3CCC(C(=O)Nc4nnc(C(C)(C)C)s4)CC3)CC2=O)cc1 (configuration not stated) was read as D2 antagonist -8, TRHR ag 0.1, TrxR1 substrate -2%[57.1 µM], mIDH1 inhibitor -5%, rTrxR1 inhibitor -5%[57.1 µM], D2 agonist 0.0, TRHR PAM 0, PI4K2A block 3 and USP1 inh -14%.
Screening Cc1cc(NC(=O)CSc2nnc(Cn3c(=O)sc4ccccc43)n2-c2ccccc2C)no1 returned D2 antagonist 7, TRHR ag -0.6, TrxR1 substrate 2%[57.1 µM], mIDH1 inhibitor -1%, rTrxR1 inhibitor 4%[57.1 µM], D2 agonist -0.2, TRHR PAM -15, PI4K2A block -1 and USP1 inh -1%.
O=C(NCCNC(=O)c1cccc(O)c1)c1cccc(O)c1 was read as D2 antagonist 20, TRHR ag -1.1, TrxR1 substrate 9%[57.1 µM], mIDH1 inhibitor 16%, rTrxR1 inhibitor 9%[57.1 µM], D2 agonist 0.0, TRHR PAM -5, PI4K2A block -23 and USP1 inh -6%.
For CCOC(=O)c1nc(Nc2cccc(C)c2)c2ccccc2n1 the results were D2 antagonist 18, TRHR ag -0.5&-0.7, TrxR1 substrate -13%, mIDH1 inhibitor -4%&7%, rTrxR1 inhibitor 14%&7%[57.1 µM], D2 agonist -0.1&-0.7, TRHR PAM -2&-2, PI4K2A block 2&4 and USP1 inh -2%&-30%.
`COc1ccc(N2C(=O)CC(Nc3cccc(C(C)=O)c3)C2=O)cc1OC` (configuration not stated) gave D2 antagonist 8, TRHR ag 0.7, TrxR1 substrate -4%, mIDH1 inhibitor 6%, rTrxR1 inhibitor -22%, D2 agonist 0.5, TRHR PAM 4, PI4K2A block 12 and USP1 inh -1%.
COc1cccc(CNC(=O)Cn2nc(C)n3c(cc4cc(C)ccc43)c2=O)c1OC was read as TRHR ag -0.3, TrxR1 substrate 0%, mIDH1 inhibitor 11%, rTrxR1 inhibitor 8%, TRHR PAM 12, PI4K2A block -2 and USP1 inh inconclusive.
`O=C(NC1CCCC1)C1CCC(CNS(=O)(=O)c2ccccc2)CC1` (configuration not stated) gave D2 antagonist -4, TRHR ag -1.0, TrxR1 substrate -6%, mIDH1 inhibitor -20%, rTrxR1 inhibitor 8%, D2 agonist -0.5, TRHR PAM -6, PI4K2A block -2 and USP1 inh -10%.
`COc1cccc(-n2nnnc2SCC(=O)Nc2cccc(NC(C)=O)c2)c1` gave D2 antagonist -20, TRHR ag 0.2, TrxR1 substrate 3%, mIDH1 inhibitor 2%, rTrxR1 inhibitor 8%, D2 agonist 0.2, TRHR PAM -3, PI4K2A block 0 and USP1 inh 28%.
`CCC1Oc2ccccc2N(CC(=O)NCCCN2CCC(C)CC2)C1=O` (configuration not stated) gave D2 antagonist 13, TRHR ag 0.5, TrxR1 substrate 4%, mIDH1 inhibitor 1%, rTrxR1 inhibitor -3%, D2 agonist 0.1, TRHR PAM -6, PI4K2A block -2 and USP1 inh 0%.
`CCC(=O)c1ccc(OCC(O)CN2CCc3ccccc3C2)cc1` (configuration not stated) gave D2 antagonist -9, TRHR ag -0.1, TrxR1 substrate 4%, mIDH1 inhibitor -4%, rTrxR1 inhibitor 29%, D2 agonist -1.4, TRHR PAM 3, PI4K2A block -4 and USP1 inh -20%.
Screening COc1cccc(NC(=O)CN2C(=O)CSc3ccc(S(=O)(=O)N4CCCCC4)cc32)c1 returned D2 antagonist 26, TRHR ag -0.3, TrxR1 substrate -2%, mIDH1 inhibitor 7%, rTrxR1 inhibitor 10%, D2 agonist 0.6, TRHR PAM -8, PI4K2A block 3 and USP1 inh -9%.
`Cc1cccc(/C=N/NC(=O)c2ccc(Br)cc2)c1` gave D2 antagonist 26, TRHR ag -0.1, TrxR1 substrate -3%, mIDH1 inhibitor 8%, rTrxR1 inhibitor -9%, D2 agonist -0.7, TRHR PAM -4, PI4K2A block -6 and USP1 inh -25%.
For CCCCc1ccc(/C(C)=N/Nc2cc(N3CCOCC3)nc(C)n2)cc1 the results were D2 antagonist 16, TRHR ag 0.0, TrxR1 substrate 0%, mIDH1 inhibitor -3%, rTrxR1 inhibitor 20%, D2 agonist 1.2, TRHR PAM 1, PI4K2A block 3 and USP1 inh -26%.
`COc1cc(Br)cc(/C=N/c2ncn[nH]2)c1O` gave D2 antagonist -1, TRHR ag 2.2, TrxR1 substrate -2%[57.1 µM], mIDH1 inhibitor -2%, rTrxR1 inhibitor -13%[57.1 µM], D2 agonist 0.6, TRHR PAM 2, PI4K2A block -14 and USP1 inh -11%.
For C#CCOCCOCCOCCNc1nc(N2CCN(C(=O)[C@H](CCCN=C(N)N)n3cc(C(N)[C@@H](C)CC)nn3)CC2)nc(N2CCN(C(=O)[C@H](CCC(=O)O)n3cc([C@@H](N)CC(N)=O)nn3)CC2)n1 (some centres not stated) the results were TrxR1 substrate -4%, mIDH1 inhibitor -8%, rTrxR1 inhibitor -32%, PI4K2A block 2 and USP1 inh -2%.

Gathered by group: those above with a CF3 group
`CC(C)(C)C(=O)Cn1nnc(-c2ccc(C(F)(F)F)cc2)n1` gave D2 antagonist 10, TRHR ag 0.2, TrxR1 substrate -3%, mIDH1 inhibitor 6%, rTrxR1 inhibitor 24%, D2 agonist 0.0, TRHR PAM -10, PI4K2A block 7 and USP1 inh -15%.
CCSc1nnc(NC(NC(=O)c2ccco2)(C(F)(F)F)C(F)(F)F)s1 was read as D2 antagonist -5, TRHR ag -0.4, TrxR1 substrate -3%, mIDH1 inhibitor -1%, rTrxR1 inhibitor 1%, D2 agonist 0.2, TRHR PAM -2, PI4K2A block -4 and USP1 inh -7%.
